Screening data deposited in PubChem BioAssay by several laboratories.
GlmU inhibition: inhibition of mycobacterial GlmU enzyme – biochemical, glucosamine-1-phosphate acetyltransferase (AID 1376) | M. tuberculosis GlmU acetyltransferase enzyme assay; higher % means a stronger effect | 0.25% of 220,000 active | one-dose inhibition, %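 (tested at 30 µM in the primary screen)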; IC50 in µM for titrated hits | Bifunctional protein GlmU (Mycobacterium tuberculosis (strain ATCC 25618 / H37Rv)); in the data active = inhibition above about 13%;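 also: 0% = complete reaction with vehicle and 100% = reaction without substrate; strong numbers were not always called active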
Mtb RmlCD inh: M. tuberculosis RmlC/RmlD coupled enzyme inhibitors, primary screen, biochemical, compound mixtures, 384-well, from 1536-well plates; dTDP-4-dehydrorhamnose reductase (Mycobacterium tuberculosis (strain ATCC 25618 / H37Rv)) …; RmlC+RmlD coupled enzyme assay, percent inhibition; primary screen in compound mixtures; inhibition, % at 3.6 µM; 0.03% of 160,000 active; in the data active = inhibition mostly above about 34%, no sharp cut-off; also: some results filed as inactive read as strong as hits
Target sequence (P9WH09 whole entry, looked up): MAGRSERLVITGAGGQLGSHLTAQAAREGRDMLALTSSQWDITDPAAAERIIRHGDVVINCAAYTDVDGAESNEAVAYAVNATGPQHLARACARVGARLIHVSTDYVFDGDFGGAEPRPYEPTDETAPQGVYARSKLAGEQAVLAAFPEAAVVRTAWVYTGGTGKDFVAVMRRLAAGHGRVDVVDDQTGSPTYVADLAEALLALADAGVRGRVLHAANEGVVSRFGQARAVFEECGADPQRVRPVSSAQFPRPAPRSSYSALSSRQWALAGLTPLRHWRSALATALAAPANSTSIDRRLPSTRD
Target sequence (P9WH11 whole entry, looked up): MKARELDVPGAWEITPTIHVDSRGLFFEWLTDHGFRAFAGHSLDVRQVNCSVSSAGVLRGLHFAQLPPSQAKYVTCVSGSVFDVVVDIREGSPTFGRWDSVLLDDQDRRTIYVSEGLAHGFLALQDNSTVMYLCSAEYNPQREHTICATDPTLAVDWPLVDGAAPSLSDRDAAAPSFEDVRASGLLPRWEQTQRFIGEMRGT
Numbers without * were called inactive; / = no result given; & = joins results of further samples.

Values run as follows: GlmU inhibition	Mtb RmlCD inh
- Cc1sc(NC(=O)c2ccco2)c(C(=O)c2ccc(Cl)cc2)c1C
→ -2.8%	5
- CCOC(=O)c1c(NC(=O)C2C3C=CC(C3)C2C(=O)O)sc2c1CC(C)(C)OC2 (stereo not given)
→ -1.1%	-6
- S=c1[nH]ccn1-c1ccccc1Cl
→ 4.6%&-0.5%	-7&-6
- C=CC(=O)NC(NC(=O)C=C)c1ccc(Br)cc1
→ 5.8%	/
- COc1ccc(CSc2nnc3[nH]c(=O)cc(N)n23)cc1
→ -3.9%	-7
- Cc1nc(S(=O)(=O)c2ccc(Br)cc2)nc2c1CCC2
→ -7.7%	2
- Cc1cccc(N(C)S(=O)(=O)c2cccc3nsnc23)c1
→ -0.1%	-6
- CC(=O)c1c(C)[nH]c(C(=O)OCc2ccc(Br)cc2)c1C
→ -2.5%	-8
- Cc1cc2c(c(=O)n1CCCn1ccnc1)C(c1ccco1)C(C#N)=C(N)O2 (stereo not given)
→ /	15
- CCn1c(=O)n(CC)c2cc([N+](=O)[O-])c(N3CCNCC3)cc21
→ -7.0%	41
- CCCCCN(C(=O)NC(=O)NC(C)CC)S(C)(=O)=O (stereo not given)
→ -2.1%	-7
- Cc1ccc2c(c1)C1CN(C)CCC1N2C(=O)c1ccc(Cl)c(S(=O)(=O)N2CCOCC2)c1 (stereo not given)
→ -7.5%	7
- Cc1nn(CCc2n[nH]c(=S)n2-c2cccc(Cl)c2)c(C)c1[N+](=O)[O-]
→ -1.1%	5
- COCCN1CN(S(=O)(=O)c2ccccc2)c2nc3ccccc3nc21
→ 0.5%	-10
- Cc1nn(Cc2ccc(Cl)cc2)c(C)c1NC(=O)CSc1n[nH]c(C)c1[N+](=O)[O-]
→ 2.5%	/
- O=C(CN1C(=O)C2(OCCO2)c2ccccc21)c1ccc(Cl)cc1
→ -5.4%	/
- O=C(O)c1ccc(N/N=C/c2cc3c(cc2[N+](=O)[O-])OCO3)cc1
→ -5.8%	-2
- Cc1ccc(-c2nc3cc(C)ccc3o2)cc1
→ -2.6%	4
- C#CCOCCOCCOCCNc1nc(N2CCN(C(=O)Cn3cc(CC(C)O)nn3)CC2)nc(N2CCN(C(=O)Cn3cc(CC(C)O)nn3)CC2)n1 (stereo not given)
→ 0.5%	/
- O=C(COc1ccc(S(=O)(=O)N2CCCCC2)cc1)NCc1ccncc1
→ -2.8%	-7
- Oc1ccc(Br)cc1/C=N/Nc1nc(N2CCCCC2)nc(N2CCOCC2)n1
→ -7.5%	7
- O=C(Nc1ccccc1)/C(=C/c1ccc([N+](=O)[O-])cc1)NC(=O)c1ccccc1
→ -3.2%	1
- COc1ccc(CCNC(=O)Nc2ccc3c(c2)OCO3)cc1OC
→ -0.2%	/
- CCCCn1c(NS(=O)(=O)c2ccc(C)cc2)c(S(=O)(=O)c2ccccc2)c2nc3ccccc3nc21
→ 2.1%	4
- COc1ccc(C(O)C(CN2CCOCC2)c2ccccc2)cc1 (stereo not given)
→ -1.6%	/
- O=C(NNC(=O)c1ccccc1Br)c1ccc(Cl)c(Cl)c1
→ -3.8%	/
- Cc1csc(NC(=O)CSc2nc(C)cs2)n1
→ 7.1%	/
- COc1cccc(C2SCC(=O)N2c2ccc(Br)cc2)c1OC (stereo not given)
→ 11%	-10
- Cc1ccc(NC(=O)C(C)N2C(=O)C3C4CC(C(Br)C4Br)C3C2=O)cc1 (stereo not given)
→ 1.9%	20
- CCC(=O)c1ccc(N2CCN(C(=O)COc3ccccc3F)CC2)c(F)c1
→ -2.3%	9
- CC(=O)C1C(c2cccc([N+](=O)[O-])c2)C2C(C)=NN=C2CC1(C)O (stereo not given)
→ -2.3%	-15
- CCCSc1nc(N2CCOCC2)c2c(c1C#N)CCCC2
→ -4.8%	/
- O=C1Nc2ccccc2C(O)(C(=O)NCc2ccco2)N1c1ccccc1 (stereo not given)
→ 2.0%	-8
- Cc1ccc(S(=O)(=O)N(C)C)cc1NC(=O)COC(=O)/C=C/c1ccc2c(c1)OCO2
→ 0.7%	6
- Cc1ccc(/C=C/C2=NN(Cc3ccccc3)C(=O)CC2)cc1
→ 0.5%	/
- COc1ccc(CCn2c(=O)[nH]c3cc(C(=O)NCCc4ccccc4)ccc3c2=O)cc1OC
→ 5.4%	/
- Cc1ccc(C)c(S(=O)(=O)NCCCn2ccnc2)c1
→ 3.0%	3
- COc1ccccc1N1CCN(C(=O)c2cc(-c3ccc(C)cc3)on2)CC1
→ 0.6%	9
- O=C(N/N=C/c1ccc(O)c(O)c1O)/C(=C/c1ccc([N+](=O)[O-])cc1)NC(=O)c1ccccc1
→ 4.2%	/
- CC1CCN(C(=O)COc2ncnc3ccccc23)CC1
→ 0.7%	/

Reformatted: 2 of the compounds above
molecule: COCCN1CN(S(=O)(=O)c2ccccc2)c2nc3ccccc3nc21
  GlmU inhibition: 0.5%
  Mtb RmlCD inh: -10

molecule: O=C(O)c1ccc(N/N=C/c2cc3c(cc2[N+](=O)[O-])OCO3)cc1
  GlmU inhibition: -5.8%
  Mtb RmlCD inh: -2

Continuation:
Values run as follows: GlmU inhibition	Mtb RmlCD inh
- CC(C)(C)NC(=O)COc1ccc(CNCCc2ccccc2)cc1
→ -3.0%	-10
- Cc1cc(NC(=O)CSc2nnc(C)c(=O)[nH]2)no1
→ -7.6%	6
- O=C1C(=O)N(Cc2ccccc2)C(=O)N1CCOc1ccccc1
→ -5.6%	/
- C[C@]12CCC(=O)C=C1CC[C@@H]1[C@@H]2C(=O)C[C@]2(C)C(=O)CC[C@@H]12
→ -1.8%	/
- CCN(CC)c1ccc(C(=O)N/N=C(\C)c2ccc(O)cc2)cc1
→ -1.3%	11
- CCc1ccc(OCC(=O)N/N=C/c2ccc(OS(=O)(=O)c3ccc(C)cc3)c(OC)c2)cc1
→ 2.4%	5
- COc1ccc2nc3oc(C(=O)N4CCN(c5cccc(C(F)(F)F)c5)CC4)cc3cc2c1
→ 1.6%	-1
- O=C(COc1ccc2ccccc2c1)NNC(=O)[C@@H]1CCCC[C@@H]1C(=O)O
→ /	10
- COc1cc(/C=C/C(=O)O)cc(S(=O)(=O)NCc2ccc3c(c2)OCO3)c1OC
→ -1.7%	-13
- Cc1ccc(S(=O)(=O)N(C)C)cc1NC(=O)c1ccccc1Br
→ -7.7%	-3
- Cc1ccc(CNC(=O)CSc2nc3ccccc3c(=O)n2CCCO)cc1
→ -1.5%	-6
- COc1ccc(CCNC(=O)Cc2cc(=O)[nH]c(=O)[nH]2)cc1OC
→ 2.5%	/
- COc1cccc(C(=O)Nc2cccc(NC(C)=O)c2)c1
→ -3.8%	-13
- O=C(NCC1CCCO1)[C@@H]1CSC2c3ccccc3C(=O)N21 (stereo not given in full)
→ -0.6%	46
- CC(C)n1cnc2cc(NCc3ccccc3O)ccc21
→ -5.2%	/
- OC(CN1CCOCC1)c1ccc(F)cc1 (stereo not given)
→ -7.5%	12
- CCNC(=O)NC(=O)C(C)OC(=O)c1cccnc1SC (stereo not given)
→ 4.8%	/
- CCc1ccccc1NC(=S)N(Cc1ccc(OC)cc1)CC1CCC(C(=O)O)CC1 (stereo not given)
→ 1.6%	/
- CCCOC(=O)Nc1c(C)cccc1C(C)C
→ -0.2%	-12
- COc1cc2c(c(O)c1OC)-c1c(cc(OC)c(OC)c1O)[C@@H](OC(=O)c1ccccc1)[C@@](C)(O)[C@@H](C)[C@@H]2OC(C)=O
→ 3.3%	6
- Cc1c(NC(=O)C(C)c2ccc(CC(C)C)cc2)c(=O)n(-c2ccccc2)n1C (stereo not given)
→ 4.2%	/
- CCCCC1=CC2=CC(=O)C(C)(OC(=O)CC)C(=O)C2=CN1C1CCCCC1 (stereo not given)
→ -3.0%	-5
- COCCCN(C(=O)c1cc2c(s1)CCC2)c1c(N)n(Cc2ccccc2)c(=O)[nH]c1=O
→ -5.6%	/
- Cc1ccc(S(=O)(=O)NNC(=O)NC23CC4CC(CC(C4)C2)C3)cc1
→ -2.1%	10
- Cc1ccc(NC(=S)N(CCN(C)C)C(C)c2ccco2)c(C)c1 (stereo not given)
→ -2.7%	3
- C=CCOc1cccc(CNc2ccc3[nH]c(=O)[nH]c3c2)c1
→ 0.5%	1
- CCN(CC)C(=O)CSc1nc(C)cc(C)c1C#N
→ -0.6%	-14
- CCC(=O)N1CCc2cc(S(=O)(=O)CCC(=O)Nc3nc(C)cs3)ccc21
→ 1.9%	5
- CCOC(=O)c1cc(-c2ccccc2)sc1NC(=O)C(C)OC(=O)c1cccc(S(=O)(=O)N(C)C)c1 (stereo not given)
→ -3.3%	28
- CS(=O)(=O)N(CC(=O)N1CCCC1)Cc1ccc(Cl)cc1
→ 3.2%	-10
- O=C(O)CCN1CCOCC1
→ 1.9%	3
- Cc1cc(C(=O)Nc2c[nH]c(=O)[nH]c2=O)ccc1[N+](=O)[O-]
→ 3.7%	-4
- Oc1ccc(/C=N/Nc2nc(N3CCCC3)nc(N3CCCC3)n2)cc1O
→ 6.6%	-8
- COc1cc2c(cc1NC(=O)C(C)N1CCN(S(=O)(=O)c3ccc(C)c(C)c3)CC1)oc1ccccc12 (stereo not given)
→ -0.7%	7
- Cc1ccnc2nc(C(=O)OCC(=O)NC(=O)NCc3ccco3)nn12
→ 7.3%	6
- COc1ccc2c3c([nH]c2c1)C(C)N(C(C)=O)CC3 (stereo not given)
→ 0.2%	5
- O=C(Nc1ccccc1N1CCN(C(=O)c2ccc(Cl)cc2)CC1)c1ccc(Br)cc1
→ -3.7%	-8
- C=CCN=c1scc(-c2ccccc2)n1/N=C/c1ccccn1
→ -1.1%	46
- COC(=O)C1=C(O)C(C(=O)OC)C(c2ccc(C)cc2)C(C#N)(C#N)C1c1ccc(C)cc1 (stereo not given)
→ -5.2%	/
- N#CC1=C(N)S[C@H](C(=O)C23CC4CC(CC(C4)C2)C3)[C@H]1c1ccncc1
→ -1.3%	/
- O=C(c1ccco1)N1CCN(C(=O)c2cc3sccc3n2Cc2ccccc2)CC1
→ 6.6%	-5
- CCn1c(SCC(N)=O)nnc1-c1ccc2c(c1)OCO2
→ -2.1%	-10
- COC(=O)c1cccc(C23CC4(C2)[C@H](CN(CC2CCCCC2)[C@@H]4c2ccccc2)C3c2ccccc2)c1 (stereo not given in full)
→ 4.1%	/
- NC(=O)C1CCN(CCC(=O)Nc2cccc(Cl)c2)CC1
→ -4.3%	/
- CCn1c(CNC(=O)c2cccc(C)c2)nnc1SCC(=O)Nc1cccc(OC)c1
→ -3.1%	-3
- CCOc1cc([C@H]2[C@@H]3CCCC[C@]3(O)CCN2CC(=O)NCc2ccco2)ccc1O
→ 5.2%	/
- CNC(=O)c1nc(C)c(C2(C)CC(c3ccccc3)=NO2)s1 (stereo not given)
→ 4.1%	/
- Cc1cccc(C)c1NC(=O)CSc1nnc(CCCCCNC(=O)OC(C)(C)C)o1
→ /	11
- O=C(CCn1cccc1)Nc1ccccc1F
→ 0.5%	/
- Cc1cccc(OCCSc2nnc(-c3ccoc3C)n2C)c1
→ -1.5%	-4
- CC(=O)O[C@@H]1/C=C/[C@](C)(O)C[C@@H](C)C/C=C/[C@H]2[C@H](O)C(C)=C(C)[C@H]3[C@H](Cc4ccccc4)NC(=O)[C@@]123
→ 2.6%	/
- CC(=O)N(C)c1ccc(NC(=S)Nc2ccc(C(C)C)cc2)cc1
→ -2.6%	-10
- COc1ccccc1C(=O)Nc1cc2c(ccc3ccccc32)oc1=O
→ /	4
- O=C(O)CSc1ccnc2cc(Cl)ccc12
→ -4.2%	0
- Cc1ccc(N2C(SCC(=O)O)=NC(=Nc3cccc(C)c3)C23CCCC3)cc1
→ -6.7%	-6
- N#Cc1ccsc1NC(=O)CSc1nnnn1-c1ccc(O)cc1
→ 8.6%	/
- CC1CCCN(C(=O)Cc2ccc(F)cc2)C1 (stereo not given)
→ 1.5%	/
- COCCCN1CCN(c2nnc3n2-c2sc(Br)cc2C(c2ccccc2Cl)=NC3)CC1
→ /	4
- NC(=O)Nc1ccc(Oc2ncc(C(F)(F)F)cc2Cl)cc1
→ 4.2%	9
- COc1cc(-c2nnc(CSc3nc4ccccc4s3)o2)cc(OC)c1OC
→ 6.7%	105

Record cards (already shown). Screens in order: GlmU inhibition, Mtb RmlCD inh
O=C(c1ccco1)N1CCN(C(=O)c2cc3sccc3n2Cc2ccccc2)CC1 is entered as 6.6%, -5
CCOc1cc([C@H]2[C@@H]3CCCC[C@]3(O)CCN2CC(=O)NCc2ccco2)ccc1O is entered as 5.2%, /
COCCCN1CCN(c2nnc3n2-c2sc(Br)cc2C(c2ccccc2Cl)=NC3)CC1 is entered as /, 4
CNC(=O)c1nc(C)c(C2(C)CC(c3ccccc3)=NO2)s1 (stereo not given) is entered as 4.1%, /
N#Cc1ccsc1NC(=O)CSc1nnnn1-c1ccc(O)cc1 is entered as 8.6%, /

Following part:
Values run as follows: GlmU inhibition	Mtb RmlCD inh
- C=CCNC(=O)CCC(=O)NNc1nc2ccccc2c2nc(-c3ccccc3)nn12
→ 4.5%	-10
- CC(C)CC(=O)NC(=S)Nc1cc(C(F)(F)F)ccc1N1CCOCC1
→ 0.2%	-6
- O=C(NCC1CCCO1)C1CCN(C2CCN(C(=O)CC3CCCC3)CC2)CC1 (stereo not given)
→ 0.7%	0
- Nc1nonc1-c1nc2ccccc2n1CC(=O)N/N=C\c1ccc(-c2ccc(Cl)cc2)o1
→ 0.6%	16
- COc1cccc(C(=O)Nc2cccc(-c3nc4ncccc4o3)c2C)c1
→ 8.1%	-5
- Cc1ccc(-c2nnc(SCC(=O)Nc3sc(C)c(C)c3C#N)n2C)cc1
→ -3.3%	/
- CCOc1ccc(C(=O)Nc2nc(C)c(C(=O)OC)s2)cc1
→ 6.5%	12
- CCN(CC)S(=O)(=O)c1ccc(NC(=O)Cn2c(=O)sc3ccccc32)cc1
→ -7.3%	6

Not all compounds are listed; rates above refer to the full screens.
